Screening results: PubChem BioAssay, several laboratories
LRH-1 inv ag – inverse agonists of human LRH-1 (NR5A2). O00482. HEK293T StAR-luciferase reporter, LRH-1 transfected, 24 h. inhibition, % at 3.6 µM. 0.13% of 360,000 active;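 active = inhibition above the mean inhibition of all tested compounds plus 3 SD, cut at about 73% in these data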;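 also: 0% = DMSO wells and 100% = reporter-only cells lacking LRH-1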
TWEAK-Fn14 inh – TWEAK-Fn14 signaling inhibition | TWEAK-stimulated Fn14 reporter cells, luciferase luminescence, 8 h | inhibition, % at 10 µM | 2% of 360,000 active; in the data active = inhibition above about 50%
Granule exo inh – blocks lytic granule exocytosis | 0.66% of 360,000 active | inhibition, % at 10 µM | TALL-104 LAMP-1 surface exposure, flow cytometry; cells stimulated with thapsigargin and PMA;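 active = inhibition above about 55%, limit read from the data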
TROY signal inh – inhibitors of TROY-dependent NF-kB signaling; Q293 LMP1-TROYcd NF-kB luciferase reporter, 4 h; inhibition, % at 10 µM; 0.98% of 360,000 active; AID 1347056;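 active = compounds whose plate-normalised and pattern-corrected inhibition of the luciferase reporter signal at the single screening dose is 50% or more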
NR2F2 inh – inhibitors of human COUP-TFII (NR2F2); P24468; HEK293T NGFI-A luciferase reporter, luminescence; inhibition, % at 8.6 µM; 0.7% of 370,000 active;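 active = inhibition above a per-plate cutoff, mean inhibition of test wells between control levels plus 3 SD, cut at about 38% in these data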;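 also: cells cotransfected with COUP-TFII expression vector driving the NGFI-A reporter; 0% = median of COUP-TF2 test wells and 100% = reporter-only cells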
Target sequence (P24468 whole entry, looked up): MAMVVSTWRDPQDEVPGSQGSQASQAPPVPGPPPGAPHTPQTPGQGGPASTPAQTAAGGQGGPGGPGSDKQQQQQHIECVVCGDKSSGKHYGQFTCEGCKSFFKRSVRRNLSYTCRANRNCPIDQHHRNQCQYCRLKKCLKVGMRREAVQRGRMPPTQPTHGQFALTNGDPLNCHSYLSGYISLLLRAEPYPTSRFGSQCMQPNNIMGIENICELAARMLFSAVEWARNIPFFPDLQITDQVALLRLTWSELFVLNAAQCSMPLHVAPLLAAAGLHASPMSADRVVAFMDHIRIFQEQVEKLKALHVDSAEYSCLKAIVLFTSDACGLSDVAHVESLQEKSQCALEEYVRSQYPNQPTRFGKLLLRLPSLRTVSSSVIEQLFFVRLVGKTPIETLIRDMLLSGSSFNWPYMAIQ
TLR9-MyD88 inh – inhibitors of human TLR9-MyD88 binding; CHO BLA complementation TLR9-MyD88, CCF4 FRET ratio; inhibition, % at 4.98 µM; AID 504734; Q9NR96+Q99836; 0.21% of 340,000 active;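 active = inhibition above the mean over all tested compounds plus 3 SD, cut at about 21% in these data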;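 also: 0% = DMSO only wells and 100% = clavulanate BLA inhibitor control wells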
NOD2-RIPK2 inh – blocks binding of human NOD2 to RIPK2 | O43353 | CHO BLA complementation NOD2-RIPK2, CCF4 ratio | 0.38% of 360,000 active | inhibition, % at 4.98 µM; in the data active = inhibition above about 21%;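 also: 0% = vehicle only and 100% = reference blocker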
Target sequence (O43353 whole entry, looked up): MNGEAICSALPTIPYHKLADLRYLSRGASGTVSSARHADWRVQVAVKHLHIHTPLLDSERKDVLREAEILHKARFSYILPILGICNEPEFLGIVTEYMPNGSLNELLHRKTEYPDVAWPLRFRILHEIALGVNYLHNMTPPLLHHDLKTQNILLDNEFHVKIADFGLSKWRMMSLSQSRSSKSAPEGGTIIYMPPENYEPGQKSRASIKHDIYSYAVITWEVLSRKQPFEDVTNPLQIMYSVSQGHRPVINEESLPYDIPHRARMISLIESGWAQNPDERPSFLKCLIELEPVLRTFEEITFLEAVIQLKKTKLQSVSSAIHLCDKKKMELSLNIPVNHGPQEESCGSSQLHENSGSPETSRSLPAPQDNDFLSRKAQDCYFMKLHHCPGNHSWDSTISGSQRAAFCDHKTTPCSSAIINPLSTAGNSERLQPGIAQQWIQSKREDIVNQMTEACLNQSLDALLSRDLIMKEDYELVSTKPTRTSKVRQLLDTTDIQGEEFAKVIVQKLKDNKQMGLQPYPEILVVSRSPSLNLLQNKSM
ABHD5-PLIN5 inh – ABHD5-PLIN5 protein interaction inhibition | Q00G26+Q8WTS1 | Split G. princeps luciferase complementation, luminescence, 4 h | inhibition, % at 4 µM | 0.78% of 360,000 active | AID 602281;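 active = inhibition above the mean inhibition across every tested compound plus 3 SD, cut at about 22% in these data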;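 also: 0% = DMSO only wells and the 100% control is not disclosed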
SRC1 inh – inhibitors of human steroid receptor coactivator 1 (SRC1); Q15788; HEK293 GAL4-SRC1 luciferase reporter, luminescence; inhibition, % at 3.6 µM; 0.12% of 360,000 active;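 active = inhibition above the campaign mean plus 3 SD, with each screening campaign given its own cutoff, cut at about 60% in these data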;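 also: 0% = DMSO treated cells and 100% = gossypol at 36 µM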
NCOA3 inh – inhibits human SRC3 coactivator; HEK293 GAL4-SRC3 luciferase reporter, luminescence; inhibition, % at 3.6 µM; 0.17% of 360,000 active;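 active = inhibition above a per-campaign cutoff, the mean of all compounds plus 3 SD, cut at about 60% in these data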;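 also: 0% = DMSO-treated cells and 100% = gossypol-treated cells at 36 µM; higher means less SRC3-driven luciferase light from the GAL4 reporter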
SRC2 inh – inhibits human steroid receptor coactivator 2; 0.17% of 370,000 active; HEK293 GAL4-SRC2 luciferase reporter, luminescence; Q15596; inhibition, % at 9 µM;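 active = inhibition above the mean inhibition of all tested compounds plus 3 SD, set per campaign, cut at about 52% in these data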;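 also: 0% = DMSO treated cells and 100% = cells given Gossypol at 36 µM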
Starred values were filed as active, the others as inactive; x = not tested or not shown.

1) COc1ccc(NC(=O)Cn2nnc3sc4c(c3c2=O)CC(C)(C)OC4)cc1
2) Cc1cccn2cc(-c3cccc(NC(=O)c4cccs4)c3)nc12
3) COc1ccc(OC)c(CN2CCN(C(=O)c3ccc(NS(=O)(=O)c4cccc([N+](=O)[O-])c4)cc3)CC2)c1
4) COc1ccc2cc3cc(C(=O)NCCN4CCc5ccccc5C4)oc3nc2c1
5) COc1ccccc1-n1c(SCC(=O)N2CCOCC2)nc(O)c(Cc2ccccc2)c1=O
6) COc1ccc(C2C3=C(CC(C)(C)CC3=O)Nc3n[nH]c(C)c32)cc1 (stereo unspecified)
7) Cc1cc(S(=O)(=O)NC(C)C)ccc1OCC(=O)N1CCOCC1
8) CCN(C(=O)CSc1nnc(C2CC2)n1-c1ccccc1)C1CCS(=O)(=O)C1 (stereo unspecified)
assay / entry	1	2	3	4	5	6	7	8
LRH-1 inv ag	15	-35	11	-8	19	-7	-13	-12
TWEAK-Fn14 inh	2	-26	7	1	-12	-2	-10	5
Granule exo inh	5	-2	-3	2	3	-2	3	-9
TROY signal inh	0	-11	-1	-27	-11	-4	6	-13
NR2F2 inh	34	-28	13	x	5	7	-15	13
TLR9-MyD88 inh	8	4	-5	2	-7	-5	-1	-6
NOD2-RIPK2 inh	-9	6	-11	0	-4	-8	-2	-1
ABHD5-PLIN5 inh	-6	3	5	9	9	-1	8	-6
SRC1 inh	8	-29	-3	-35	10	3	1	-4
NCOA3 inh	11	-45	-7	-17	7	8	16	17
SRC2 inh	-2	-32	29	x	10	-20	15	7

9) S=c1[nH]nc(COc2ccccc2)n1/N=C/c1cccs1
10) Cc1ccc(-c2oc3ccccc3c(=O)c2OCC(=O)O)cc1
11) COc1cc(S(=O)(=O)N2CCN=C2c2ccccc2)ccc1Cl
12) Cc1nnc(SCC(=O)N(C)c2c(N)n(Cc3ccccc3)c(=O)[nH]c2=O)n1Cc1ccccc1
13) CCC(C)Nc1nc(SC(C(C)=O)C(C)=O)nc(N(C)C)n1 (stereo unspecified)
14) CN(C)c1ccc(N2C(=NC(=O)C3CCCO3)SC3CS(=O)(=O)CC32)cc1 (stereo unspecified)
15) CCNC(=O)NC(=O)COC(=O)c1ccccc1SCC(=O)NC(=O)NCC
16) CCn1c2ccccc2c2cc(CC(N)=O)ccc21
assay / entry	9	10	11	12	13	14	15	16
LRH-1 inv ag	4	-1	19	-11	-1	-15	-91	11
TWEAK-Fn14 inh	-8	35	6	-5	-22	-7	41	-12
Granule exo inh	3	0	1	-2	-1	0	-1	3
TROY signal inh	-13	9	-15	11	-3	-9	-3	-16
NR2F2 inh	0	-9	17	6	14	-1	-64	3
TLR9-MyD88 inh	-2	11	6	-3	-17	-2	-5	-2
NOD2-RIPK2 inh	-6	-12	4	-5	0	2	-5	-8
ABHD5-PLIN5 inh	-10	1	3	0	-1	-6	-7	1
SRC1 inh	-17	5	-2	4	-23	-6	-108	-10
NCOA3 inh	16	3	0	22	7	-1	-84	1
SRC2 inh	-7	9	3	-74	-11	-19	-27	21

Ordered by heavy-atom count (rising): some entries from above
9) S=c1[nH]nc(COc2ccccc2)n1/N=C/c1cccs1
14) CN(C)c1ccc(N2C(=NC(=O)C3CCCO3)SC3CS(=O)(=O)CC32)cc1 (stereo unspecified)
8) CCN(C(=O)CSc1nnc(C2CC2)n1-c1ccccc1)C1CCS(=O)(=O)C1 (stereo unspecified)
4) COc1ccc2cc3cc(C(=O)NCCN4CCc5ccccc5C4)oc3nc2c1
assay / entry	9	14	8	4
LRH-1 inv ag	4	-15	-12	-8
TWEAK-Fn14 inh	-8	-7	5	1
Granule exo inh	3	0	-9	2
TROY signal inh	-13	-9	-13	-27
NR2F2 inh	0	-1	13	x
TLR9-MyD88 inh	-2	-2	-6	2
NOD2-RIPK2 inh	-6	2	-1	0
ABHD5-PLIN5 inh	-10	-6	-6	9
SRC1 inh	-17	-6	-4	-35
NCOA3 inh	16	-1	17	-17
SRC2 inh	-7	-19	7	x

(further entries)
17) COc1ccc(C(=O)NCc2nnc(SCC(=O)N3CCCCC3)o2)cc1
18) CCc1ccc(-c2cc(C)no2)cc1S(=O)(=O)Nc1cc(C)on1
19) CN(CC(=O)Nc1cccc(F)c1)C(=O)c1ccc2c(=O)n3c(nc2c1)CCC3
20) O=C1c2ccccc2NC(c2ccccc2)N1c1ccc(O)cc1 (stereo unspecified)
21) CC(=O)c1cccc(S(=O)(=O)N2CCC(C(=O)O)(c3ccccc3)CC2)c1
22) CCc1ccccc1NC(=O)Nc1cnccn1
23) Cc1ccc(OCC(=O)N(Cc2ccccc2)C(C)C)c([N+](=O)[O-])n1
24) COc1ccc(NS(=O)(=O)c2ccc(C)c(C(=O)NCCCn3ccnc3)c2)cc1
assay / entry	17	18	19	20	21	22	23	24
LRH-1 inv ag	-4	-4	13	16	13	-4	-6	-1
TWEAK-Fn14 inh	-11	-8	-4	-7	13	-6	2	2
Granule exo inh	-13	0	-3	-8	16	-1	-4	2
TROY signal inh	-10	5	14	-26	13	-14	-3	0
NR2F2 inh	12	-2	-6	-25	3	24	-15	5
TLR9-MyD88 inh	2	-1	4	-4	-12	0	-7	-4
NOD2-RIPK2 inh	0	4	-4	-15	-20	-6	8	-9
ABHD5-PLIN5 inh	1	2	8	2	1	2	-2	-4
SRC1 inh	-5	6	-5	-5	2	-11	10	-21
NCOA3 inh	8	-7	11	9	-8	8	-4	-4
SRC2 inh	4	-1	12	11	2	-2	-8	-8

25) O=C(Nc1ccc(Cl)cc1)Nn1cnc2ccccc2c1=O
26) O=C(CN1C(=O)C2(OCCCO2)c2ccccc21)NCc1ccccc1
27) COc1ccccc1C(=O)Nc1cc(C)ccc1NC(=O)c1ccco1
28) O=C(CC1NCCNC1=O)Nc1ccc2c(c1)OCCO2 (stereo unspecified)
29) CC(C)N(C)C(=O)C(=O)c1cccn1-c1cccc(Cl)c1C#N
30) Cc1cc(OCC(=O)NCCc2ccc(Cl)cc2)c2c(C)cc(=O)oc2c1
31) C#Cc1cccc(Nc2nc(NCCOC)nc3ccsc23)c1
32) Cc1cc(OC(C)C(=O)NCC(O)c2ccccc2)c2c(C)cc(=O)oc2c1 (stereo unspecified)
assay / entry	25	26	27	28	29	30	31	32
LRH-1 inv ag	10	1	14	7	3	9	45	-13
TWEAK-Fn14 inh	4	-13	3	-3	8	-28	36	8
Granule exo inh	-28	1	-7	2	-1	-3	33	1
TROY signal inh	-33	15	-1	-19	16	-6	18	0
NR2F2 inh	-5	-23	7	6	-4	0	15	4
TLR9-MyD88 inh	1	-12	-7	-14	3	-5	x	2
NOD2-RIPK2 inh	3	-5	0	-1	-6	-1	-3	-18
ABHD5-PLIN5 inh	0	1	-2	0	-5	6	2	6
SRC1 inh	-14	9	-100	-1	5	22	17	10
NCOA3 inh	-12	16	-14	-6	6	2	4	6
SRC2 inh	-12	12	12	-4	19	2	12	24

33) CCOc1cnc(-c2c(-c3c(Cl)cccc3Cl)noc2C)o1
34) CCOc1ccc(CCNC(=O)C(O)c2ccccc2)cc1 (stereo unspecified)
35) Cc1cc(C)nc(NS(=O)(=O)c2ccc(N/C=C3\CCCC3=O)cc2)n1
36) O=C(CCN1CCN(CCO)CC1)Nc1ccccc1
37) O=[N+]([O-])c1ccccc1S(=O)(=O)N1CCN(Cc2ccsc2)CC1
38) COc1ccc(C(=O)N(CCc2ccccc2)Cc2ccccc2)c(OC)n1
39) O=C(N/N=C/c1ccc(OC(=O)c2ccc3c(c2)OCO3)cc1)c1cncc(Br)c1
40) CNC(=O)N(O)C1N(C)C(=O)N(CC(=O)OC)C1(C)C (stereo unspecified)
assay / entry	33	34	35	36	37	38	39	40
LRH-1 inv ag	23	-4	-25	-1	-2	12	-5	4
TWEAK-Fn14 inh	12	9	9	-5	0	-5	6	1
Granule exo inh	-3	-2	0	-4	0	23	-3	-1
TROY signal inh	1	1	1	1	-6	7	-30	2
NR2F2 inh	17	9	1	3	-11	-7	0	4
TLR9-MyD88 inh	4	-5	2	-5	x	-1	-1	-3
NOD2-RIPK2 inh	-8	-6	-10	-4	-4	-6	-5	-5
ABHD5-PLIN5 inh	-4	-6	0	4	-1	-6	9	7
SRC1 inh	-11	-17	7	-14	-11	21	4	-1
NCOA3 inh	15	1	11	-11	-28	-5	-9	19
SRC2 inh	10	-39	-5	-6	3	-10	-8	5

41) CC(C)c1nc2sc3c(SCCN(C)C)ncnc3c2c2c1CCC2
42) COc1ccc(N=C2NC(=O)CS2)c([N+](=O)[O-])c1
43) CCn1c(NCc2ccccn2)nc2ccccc21
44) CCOc1ccccc1C=C1SC(=S)N(CC)C1=O
45) COc1cc2c(=O)n(Cc3ccco3)c(=O)n(CC(=O)c3ccc(Br)cc3)c2cc1OC
46) CNC(=O)CSc1nnc(-c2ccco2)n1-c1cccc(C)c1
assay / entry	41	42	43	44	45	46
LRH-1 inv ag	-15	-15	-7	-12	1	10
TWEAK-Fn14 inh	-11	17	-13	6	18	-10
Granule exo inh	8	-1	0	-5	4	-12
TROY signal inh	2	21	-24	2	14	-2
NR2F2 inh	-5	11	-16	-7	13	2
TLR9-MyD88 inh	-1	0	7	3	-35	-5
NOD2-RIPK2 inh	0	-2	-9	2	-9	-9
ABHD5-PLIN5 inh	-4	2	-2	-1	2	1
SRC1 inh	-6	-1	-12	-4	-1	10
NCOA3 inh	6	-8	14	-16	4	1
SRC2 inh	-20	1	-12	9	6	-8

Pulled one by one from the entries so far (2):
28) O=C(CC1NCCNC1=O)Nc1ccc2c(c1)OCCO2 (stereo unspecified)
17) COc1ccc(C(=O)NCc2nnc(SCC(=O)N3CCCCC3)o2)cc1
assay / entry	28	17
LRH-1 inv ag	7	-4
TWEAK-Fn14 inh	-3	-11
Granule exo inh	2	-13
TROY signal inh	-19	-10
NR2F2 inh	6	12
TLR9-MyD88 inh	-14	2
NOD2-RIPK2 inh	-1	0
ABHD5-PLIN5 inh	0	1
SRC1 inh	-1	-5
NCOA3 inh	-6	8
SRC2 inh	-4	4

An excerpt; the hit share may differ from the screen's.
